# Mtb BioA inh – M. tuberculosis BioA enzyme inhibitors, primary screen, biochemical, plate reader, single point, HTS; purified M. tuberculosis BioA enzyme; inhibition, % at 9.99 µM; 360,000 compounds, 0.096% hits; 7,8-diaminopelargonic acid synthase BioA (Mycobacterium tuberculosis); AID 602481, 2012; in the data active means inhibition above about 40%
# * = called active by the depositor. This is a subset. The share of hits here may be higher or lower than overall.
structure | Mtb BioA inh
CN1CCN(C(=O)C[C@@H]2CC[C@H]3[C@@H](COC[C@@H](O)CN3C(=O)Nc3ccc4c(c3)OCO4)O2)CC1 | -1.2
CC(C)NC(=O)N(C)C[C@@H]1Oc2ncc(-c3ccc(F)cc3)cc2C(=O)N([C@H](C)CO)C[C@@H]1C | 3.4
COc1ccc(CN(C)C[C@H]2Oc3ccc(NS(=O)(=O)c4ccccc4)cc3C(=O)N([C@@H](C)CO)C[C@@H]2C)cc1 | -2.3
CO[C@@H]1CN(C)C(=O)c2ccc(NC(=O)C3CCCC3)cc2OC[C@@H](C)NC[C@H]1C | -1.1
C=CC(COC(C)=O)NS(=O)(=O)c1ccc(Br)cc1 (configuration not stated) | -1.8
C=CCOC(=O)[C@@H]1[C@H]2C(=O)O[C@H](c3ccccc3)[C@H](c3ccccc3)N2[C@H](c2ccc(OCCOC(=O)[C@@H]3C[C@@H]4C(=O)N[C@@H](Cc5ccccc5)C(=O)N4[C@@H]3c3ccc(O)cc3)cc2)[C@@]12C(=O)Nc1ccc(I)cc12 | -3.9
O=C(C[C@@H]1CC[C@@H]2[C@H](COC[C@@H](O)CN2Cc2nccs2)O1)NCc1ccccc1F | -0.2
C[C@@H]1CN([C@@H](C)CO)S(=O)(=O)c2ccc(C#CC3CCCC3)cc2O[C@@H]1CN(C)C(=O)C1CC1 | 0.6
C[C@@H]1CCCCO[C@H](CN(C)C(=O)Nc2ccc3c(c2)OCO3)[C@@H](C)CN([C@H](C)CO)C(=O)c2cc(N(C)C)ccc2O1 | 0.9
CCCC(=O)Nc1ccc2c(c1)C(=O)N(C)C[C@@H](OC)[C@@H](C)CN(Cc1cncnc1)[C@@H](C)CO2 | -1.3
C[C@@H]1CCCCO[C@@H](CN(C)C(=O)Nc2ccc(F)cc2)[C@@H](C)CN([C@H](C)CO)C(=O)c2cc(NC(=O)NC3CCCCC3)ccc2O1 | -0.7
COCC(=O)N[C@@H]1CC[C@@H](CC(=O)NCc2ccc(Cl)cc2)O[C@@H]1CO | -1.2
CCNC(=O)Nc1ccc2c(c1)C(=O)N(C)[C@H]1CC[C@H](CC(=O)Nc3cccc(F)c3)O[C@@H]1CO2 | 1.2
C[C@@H]1CN([C@@H](C)CO)S(=O)(=O)c2ccc(-c3cccc(C#N)c3)cc2O[C@H]1CN(C)C(=O)Nc1cc(F)ccc1F | -2.7
COc1ccc(NC(=O)N2CCCCN3[C@H](CO)[C@H](c4ccc(C#Cc5ccccc5)cc4)[C@H]3C2)cc1 | -4.1
C[C@H]1CCCCO[C@@H](CN(C)S(=O)(=O)c2ccccc2)[C@@H](C)CN([C@@H](C)CO)C(=O)c2cc(NC(=O)C3CCCCC3)ccc2O1 | -0.6
C[C@@H]1CCCCO[C@H](CN(C)C(=O)Cc2ccccc2)[C@@H](C)CN([C@@H](C)CO)C(=O)c2cc(NC(=O)C3CCCCC3)ccc2O1 | -5.2
COc1cccc(-c2ccc3c(c2)O[C@H](CN(C)C(=O)C2CCCCC2)[C@H](C)CN([C@@H](C)CO)S3(=O)=O)c1 | -0.6
CC(=O)N1[C@H](CN(CC2CCC2)C(=O)CC2CC2)[C@@H](c2ccccc2)[C@@H]1CO | -1.9
C[C@@H]1CN([C@@H](C)CO)C(=O)c2cc(NS(=O)(=O)c3cn(C)cn3)ccc2O[C@H]1CN(C)S(=O)(=O)c1cccs1 | -0.3
COc1ccccc1-c1cnc2c(c1)C(=O)N([C@H](C)CO)C[C@@H](C)[C@@H](CN(C)Cc1ccncc1)O2 | -4.6
O=C(C[C@H]1CC[C@H](NC(=O)c2cccnc2)[C@H](CO)O1)NCc1ccc(Cl)c(Cl)c1 | 5.4
O=S(=O)(c1ccccc1)N1CCCCN2[C@H](CO)[C@H](c3ccc(C#CC4CCCC4)cc3)[C@@H]2C1 | 3.5
O=C(C[C@@H]1C[C@H]2c3cc(NC(=O)C4CCOCC4)ccc3O[C@H]2[C@@H](CO)O1)NCc1cccc(F)c1 | -1.2
C[C@@H]1CN([C@@H](C)CO)C(=O)c2cc(NC(=O)CCN3CCOCC3)ccc2O[C@@H]1CN(C)Cc1ccc(Oc2ccccc2)cc1 | 2.0
O=C(C[C@H]1C[C@@H]2c3cc(NS(=O)(=O)c4ccc(F)cc4)ccc3O[C@@H]2[C@H](CO)O1)NCc1cccnc1 | -1.2
COc1ccc(CN(C)C[C@H]2Oc3ccc(NC(=O)Nc4ccc(OC)cc4)cc3C(=O)N([C@@H](C)CO)C[C@H]2C)cc1 | 7.4
CCCNC(=O)[C@H]1[C@H](CO)[C@H]2Cn3c(ccc(C4=CCCC4)c3=O)[C@H]2N1CCC | 0.0
C[C@H]1CN([C@@H](C)CO)S(=O)(=O)c2ccc(-c3ccncc3)cc2O[C@@H]1CN(C)C(=O)Nc1ccc(F)cc1 | 2.5
COc1ccc(-c2cnc3c(c2)C(=O)N([C@H](C)CO)C[C@@H](C)[C@@H](CN(C)C(=O)Nc2c(C)noc2C)O3)cc1 | 2.1
CCCNC(=O)Nc1ccc2c(c1)OC[C@@H](C)N(Cc1ccc(-c3ccccn3)cc1)C[C@@H](C)[C@@H](OC)CN(C)C2=O | 5.1
COCC(=O)Nc1ccc2c(c1)[C@H]1C[C@H](CC(=O)N3CCCCC3)O[C@@H](CO)[C@H]1O2 | -1.6
CO[C@@H]1CN(C)C(=O)c2ccc(NC(=O)c3ccc(F)cc3)cc2OC[C@H](C)N(C(C)=O)C[C@@H]1C | 0.4
O=C(C[C@H]1C=C[C@H](NC(=O)CCN2CCCCC2)[C@H](CO)O1)Nc1ccc(-c2ccccc2)cc1 | 2.0
C[C@@H]1CN([C@H](C)CO)C(=O)CCCn2nncc2CO[C@@H]1CN(C)Cc1ccc(C(=O)Nc2ccccc2N)cc1 | 0.5
C[C@H](CO)N1C[C@H](C)[C@@H](CN(C)C(=O)Nc2ccc(C(F)(F)F)cc2)OCCCC[C@H](C)Oc2ccc(NC(=O)CCC(F)(F)F)cc2C1=O | -0.3
O=C([C@H]1[C@H](CO)[C@H]2Cn3c(cccc3=O)[C@@H]1N2Cc1cccc(Cl)c1)N1CCCCC1 | -1.1
C[C@@H]1CN([C@@H](C)CO)C(=O)c2cccc(NS(=O)(=O)c3ccc(Cl)cc3)c2O[C@@H]1CN(C)Cc1ccc(Cl)c(Cl)c1 | -2.9
CC(C)NC(=O)Nc1ccc2c(c1)C(=O)N([C@H](C)CO)C[C@H](C)[C@@H](CN(C)C(=O)Nc1ccc3c(c1)OCO3)OCCCC[C@@H](C)O2 | 0.5
C[C@@H]1CN([C@H](C)CO)C(=O)c2cc(NS(=O)(=O)c3ccc(Cl)cc3)ccc2O[C@@H](C)CCCCO[C@@H]1CN(C)CC1CCCCC1 | 4.0
COc1ccc(-c2cnc3c(c2)C(=O)N([C@@H](C)CO)C[C@H](C)[C@@H](CN(C)C(=O)NC2CCCC2)O3)cc1 | -0.6
COc1ccc(NC(=O)N(C)C[C@@H]2Oc3cc(C#CCC(C)C)ccc3S(=O)(=O)N([C@H](C)CO)C[C@H]2C)cc1 | 2.4
CC(C)NC(=O)N(C)C[C@@H]1Oc2ccc(NC(=O)NC3CCCCC3)cc2C(=O)N([C@@H](C)CO)C[C@@H]1C | -0.4
COc1ccc(NC(=O)Nc2ccc3c(c2)[C@@H]2C[C@@H](CC(=O)NCc4ccncc4)O[C@H](CO)[C@@H]2O3)cc1 | -1.6
CNC[C@@H]1OCCCC[C@@H](C)Oc2ccc(NS(=O)(=O)c3ccc(F)cc3)cc2C(=O)N([C@@H](C)CO)C[C@H]1C | -6.1
CO[C@@H](CN(C)C(=O)c1ccccc1F)[C@@H](C)CN([C@H](C)CO)S(=O)(=O)c1ccc(F)cc1 | -2.1
N#C[C@H]1[C@@H](c2ccccc2)[C@@H](CO)N1S(=O)(=O)c1cccc(F)c1 | -2.8
Cc1ccc(S(=O)(=O)Nc2ccc3c(c2)CC(=O)N([C@@H](C)CO)C[C@H](C)[C@@H](CN(C)Cc2ccc(Oc4ccccc4)cc2)O3)cc1 | -0.9
CC(C)NC(=O)Nc1cccc2c1O[C@@H](CN(C)Cc1ccc(Oc3ccccc3)cc1)[C@H](C)CN([C@H](C)CO)C2=O | 1.0
CN(C[C@H]1N[C@@H](CO)[C@@H]1c1ccc(C2=CCCC2)cc1)C(=O)c1ccccn1 | -3.0

# Look-ups from the results shown.
# CC(C)NC(=O)N(C)C[C@@H]1Oc2ccc(NC(=O)NC3CCCCC3)cc2C(=O)N([C@@H](C)CO)C[C@@H]1C in Mtb BioA inh = -0.4
# COc1ccc(NC(=O)Nc2ccc3c(c2)[C@@H]2C[C@@H](CC(=O)NCc4ccncc4)O[C@H](CO)[C@@H]2O3)cc1 in Mtb BioA inh = -1.6
# CN(C[C@H]1N[C@@H](CO)[C@@H]1c1ccc(C2=CCCC2)cc1)C(=O)c1ccccn1 in Mtb BioA inh = -3.0

# Later entries:
structure | Mtb BioA inh
CC(C)NC(=O)Nc1ccc2c(c1)C(=O)N([C@@H](C)CO)C[C@H](C)[C@@H](CN(C)C(=O)c1ccncc1)OCCCC[C@H](C)O2 | -2.8
COCC(=O)Nc1ccc2c(c1)C(=O)N(C)[C@@H]1CC[C@H](CC(=O)NCCc3ccccc3)O[C@@H]1CO2 | -0.4
C[C@@H]1CCCCO[C@H](CN(C)C(=O)Nc2cccc3ccccc23)[C@H](C)CN([C@@H](C)CO)C(=O)c2cc(NC(=O)CCC(F)(F)F)ccc2O1 | 3.3
C[C@@H]1CN([C@H](C)CO)C(=O)c2cc(C3=CCCCC3)cnc2O[C@@H]1CN(C)Cc1cccnc1 | 0.0
C[C@H](NC(=O)C[C@H]1CC[C@@H](NC(=O)Cc2ccccn2)[C@@H](CO)O1)c1ccccc1 | -3.7
O=C(C[C@H]1CC[C@@H](NC(=O)c2ccc(F)cc2)[C@@H](CO)O1)NCCc1ccccc1 | 1.3
CO[C@H]1CN(C)C(=O)c2cc(NC(=O)c3cc(C)on3)ccc2OC[C@H](C)N(CC2CC2)C[C@@H]1C | 1.6
COCC#Cc1ccc2c(c1)O[C@H](CN(C)S(=O)(=O)c1ccc(F)cc1)[C@H](C)CN([C@H](C)CO)S2(=O)=O | -1.4
COc1ccc(S(=O)(=O)Nc2ccc3c(c2)C(=O)N([C@H](C)CO)C[C@H](C)[C@@H](CN(C)C(=O)CCCN(C)C)OCCCC[C@@H](C)O3)cc1 | -5.0
COc1ccccc1-c1cn(CC[C@H]2CC[C@H](NC(=O)NC(C)C)[C@H](CO)O2)nn1 | 0.2
C[C@H](CO)N1C[C@H](C)[C@@H](CN(C)C(=O)Nc2ccc(C(F)(F)F)cc2)Oc2c(NS(=O)(=O)c3ccc(Cl)cc3)cccc2C1=O | 2.0
CN1C(=O)c2cc(NC(=O)c3cccc(F)c3)ccc2OC[C@H]2O[C@H](CC(=O)Nc3ccccc3)CC[C@@H]21 | 1.0
CS(=O)(=O)N1[C@@H]2Cn3c(ccc(-c4ccc(F)cc4)c3=O)[C@H]1[C@@H](C(=O)NCC1CC1)[C@@H]2CO | 0.2
CCCN1[C@@H]2c3ccc(-c4ccc(OC)cc4)c(=O)n3C[C@@H]2[C@@H](CO)[C@@H]1C(=O)NCC | 26.9
O=C(C[C@H]1C=C[C@H](NS(=O)(=O)c2ccc(F)cc2)[C@@H](CO)O1)NCCc1ccncc1 | -2.3
COc1ccc(C(=O)N2C[C@@H]3[C@H](c4ccccc42)[C@@H](CO)N3Cc2ccccc2Cl)cc1 | -4.9
CN(C)CCCNC(=O)C[C@H]1CC[C@H](NC(=O)Cc2cccnc2)[C@H](CO)O1 | -0.3
C[C@H]1CN([C@@H](C)CO)C(=O)c2cc(C#CC3(O)CCCC3)cnc2O[C@H]1CN(C)C(=O)Cc1ccncc1 | -2.3
Cc1cccc(S(=O)(=O)N[C@H]2CC[C@@H](CCNC(=O)CCN3CCCCC3)O[C@@H]2CO)c1 | -1.2
C[C@H](CO)N1C[C@H](C)[C@@H](CN(C)Cc2cncnc2)Oc2cc(/C=C/c3ccccc3)ccc2S1(=O)=O | 0.5
C[C@H](CO)N1C[C@H](C)[C@@H](CN(C)C)Oc2ccc(NC(=O)Nc3ccccc3)cc2C1=O | -1.3
COc1ccc(-c2cnc3c(c2)C(=O)N([C@H](C)CO)C[C@H](C)[C@H](CN(C)C(=O)NC2CCCCC2)O3)cc1 | -0.8
O=S(=O)(NCC[C@@H]1CC[C@@H](NS(=O)(=O)c2ccccc2Cl)[C@H](CO)O1)c1ccc(Cl)cc1 | 0.1
C[C@@H]1CCCCO[C@H](CN(C)Cc2ccc(C(F)(F)F)cc2)[C@@H](C)CN([C@H](C)CO)C(=O)c2cc(NS(=O)(=O)c3ccc(Cl)cc3)ccc2O1 | -0.9
C[C@@H]1CCCCO[C@H](CN(C)C(=O)CCC(F)(F)F)[C@@H](C)CN([C@H](C)CO)C(=O)c2cc(NS(=O)(=O)c3ccc(Cl)cc3)ccc2O1 | 0.3
O=C(C[C@H]1CC[C@H](NS(=O)(=O)c2cccc(F)c2)[C@@H](CO)O1)NCc1ccc2c(c1)OCO2 | 1.4
COCC(=O)Nc1ccc2c(c1)C(=O)N(C)C[C@H](OC)[C@H](C)CN(C(=O)C1CCCC1)[C@@H](C)CO2 | -0.7
Cc1ccc(S(=O)(=O)N(C)C[C@H]2Oc3ncc(C#CCC(C)C)cc3C(=O)N([C@H](C)CO)C[C@@H]2C)cc1 | -4.0

# By substructure, the entries above with a CF3 group.
structure | Mtb BioA inh
C[C@H](CO)N1C[C@H](C)[C@@H](CN(C)C(=O)Nc2ccc(C(F)(F)F)cc2)OCCCC[C@H](C)Oc2ccc(NC(=O)CCC(F)(F)F)cc2C1=O | -0.3
C[C@@H]1CCCCO[C@H](CN(C)C(=O)Nc2cccc3ccccc23)[C@H](C)CN([C@@H](C)CO)C(=O)c2cc(NC(=O)CCC(F)(F)F)ccc2O1 | 3.3
C[C@H](CO)N1C[C@H](C)[C@@H](CN(C)C(=O)Nc2ccc(C(F)(F)F)cc2)Oc2c(NS(=O)(=O)c3ccc(Cl)cc3)cccc2C1=O | 2.0
C[C@@H]1CCCCO[C@H](CN(C)Cc2ccc(C(F)(F)F)cc2)[C@@H](C)CN([C@H](C)CO)C(=O)c2cc(NS(=O)(=O)c3ccc(Cl)cc3)ccc2O1 | -0.9
C[C@@H]1CCCCO[C@H](CN(C)C(=O)CCC(F)(F)F)[C@@H](C)CN([C@H](C)CO)C(=O)c2cc(NS(=O)(=O)c3ccc(Cl)cc3)ccc2O1 | 0.3

# Assay outcomes (PubChem BioAssay)
